ASK1 primary: inhibitors of human ASK1 kinase; inhibition, % at 7.44 µM; AID 1159602; AlphaScreen MKK6 phosphorylation by ASK1, luminescence; hit rate 0.99% among 22,000; in the data active = inhibition above about 35%;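 note: 0% = median of compound wells and 100% = no enzyme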
Target sequence (Q99683 whole entry, looked up): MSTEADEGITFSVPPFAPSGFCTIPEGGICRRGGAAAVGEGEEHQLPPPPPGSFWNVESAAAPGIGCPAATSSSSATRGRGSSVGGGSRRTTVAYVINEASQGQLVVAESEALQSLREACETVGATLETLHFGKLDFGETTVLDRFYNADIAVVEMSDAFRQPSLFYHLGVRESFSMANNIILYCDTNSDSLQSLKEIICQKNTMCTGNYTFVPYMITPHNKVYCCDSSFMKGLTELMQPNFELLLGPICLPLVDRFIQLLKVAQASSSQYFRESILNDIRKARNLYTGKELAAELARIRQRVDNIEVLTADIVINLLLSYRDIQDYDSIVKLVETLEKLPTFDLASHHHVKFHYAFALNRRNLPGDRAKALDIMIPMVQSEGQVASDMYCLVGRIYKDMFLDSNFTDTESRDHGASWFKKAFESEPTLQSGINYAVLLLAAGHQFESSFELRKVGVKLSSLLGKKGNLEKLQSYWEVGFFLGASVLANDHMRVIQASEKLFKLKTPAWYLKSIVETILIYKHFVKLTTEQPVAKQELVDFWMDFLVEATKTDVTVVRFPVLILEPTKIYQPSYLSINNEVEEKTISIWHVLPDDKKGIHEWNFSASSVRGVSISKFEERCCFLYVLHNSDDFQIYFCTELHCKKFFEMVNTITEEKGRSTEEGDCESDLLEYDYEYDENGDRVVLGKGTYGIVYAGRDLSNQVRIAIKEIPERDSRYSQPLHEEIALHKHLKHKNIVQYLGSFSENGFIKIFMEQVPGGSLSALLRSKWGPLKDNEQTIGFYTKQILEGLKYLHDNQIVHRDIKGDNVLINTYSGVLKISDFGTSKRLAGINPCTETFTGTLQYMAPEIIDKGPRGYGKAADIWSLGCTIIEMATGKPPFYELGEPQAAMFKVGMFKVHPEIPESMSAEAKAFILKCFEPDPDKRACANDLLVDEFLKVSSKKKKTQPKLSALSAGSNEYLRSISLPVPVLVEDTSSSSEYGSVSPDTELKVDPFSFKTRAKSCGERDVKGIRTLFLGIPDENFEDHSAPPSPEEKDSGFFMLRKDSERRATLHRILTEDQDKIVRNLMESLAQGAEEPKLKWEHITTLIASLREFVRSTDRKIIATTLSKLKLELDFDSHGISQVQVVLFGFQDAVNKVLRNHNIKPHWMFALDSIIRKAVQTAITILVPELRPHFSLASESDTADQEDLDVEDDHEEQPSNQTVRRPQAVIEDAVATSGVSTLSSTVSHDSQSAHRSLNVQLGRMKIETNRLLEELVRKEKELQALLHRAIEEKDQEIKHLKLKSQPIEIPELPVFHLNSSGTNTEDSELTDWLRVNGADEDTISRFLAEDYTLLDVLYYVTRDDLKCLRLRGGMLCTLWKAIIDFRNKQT
ULK1 primary: human ULK1 kinase inhibition, primary screen; inhibition, % at 5.96 µM; O75385; hit rate 1.9% among 30,000; AlphaScreen Atg13 phosphorylation by ULK1, luminescence; in the data active = inhibition above about 43%;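 note: 0% = median of compound wells and 100% = no enzyme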
The depositor's hits bear a star; & = joins results of further samples.

For O=C(CCCl)Nc1ccc2c(c1)OCO2 the results were ULK1 primary 1.
Screening CCOC(=O)C1=C(C)NC(C)=C(C(=O)OC)C1c1cccc(Cl)c1Cl (configuration not stated) returned ULK1 primary -12.
Screening COc1ccc(CCNC(=O)c2ccnc(Nc3ccc(N4CCOCC4)cc3)c2)cc1 returned ASK1 primary 9 and ULK1 primary 7.
Screening COc1cc(Nc2ncc(C(=O)NCCc3ccc(O)cc3)s2)cc(OC)c1OC returned ASK1 primary -5 and ULK1 primary 2.
O=C(NCCOc1ccccc1)c1cccc(-c2ccccc2)c1 was read as ASK1 primary -5 and ULK1 primary 0.
`Cc1noc(C)c1-c1nc(NCCN(C(C)C)C(C)C)c2[nH]cnc2n1` gave ASK1 primary -1 and ULK1 primary 16.
`c1ccc(C2CN3CCSC3=N2)cc1` (configuration not stated) gave ULK1 primary 4.
Screening COc1cc(NC(=O)Cc2cn(-c3ccc(NCCCN4CCCC4=O)nn3)c3ccccc23)cc(OC)c1OC returned ASK1 primary 15 and ULK1 primary 33.
Cn1c(=O)[nH]c(N2CCOCC2)c(Cc2ccc(S(C)(=O)=O)cc2)c1=O was read as ULK1 primary -4.
Screening COc1ccc(C(=O)c2oc3ccc(N)cc3c2C)cc1 returned ULK1 primary -2.
CC(C)N(CCNc1cc(N2CCC(N3CCOCC3)CC2)nc(N)n1)C(C)C was read as ASK1 primary 0 and ULK1 primary 0.
Screening CCN(CC)C(=O)C1CCCN(c2nc(C)cc(Nc3ccc(N4CCOCC4)cc3)n2)C1 (configuration not stated) returned ASK1 primary 14 and ULK1 primary 5.

As a working copy, part of the list above.
For O=C(CCCl)Nc1ccc2c(c1)OCO2 the results were ULK1 primary 1.
Screening CCOC(=O)C1=C(C)NC(C)=C(C(=O)OC)C1c1cccc(Cl)c1Cl (configuration not stated) returned ULK1 primary -12.
Screening COc1ccc(CCNC(=O)c2ccnc(Nc3ccc(N4CCOCC4)cc3)c2)cc1 returned ASK1 primary 9 and ULK1 primary 7.

More records:
`CC(C)N(CCNc1nc(-c2cccc(N)c2)nc2c1ncn2Cc1ccc(C(F)(F)F)cc1)C(C)C` gave ASK1 primary -2 and ULK1 primary -25.
`Cc1cnc(-c2ccc(N3CCOCC3)nc2)nc1Nc1ccc(Oc2ccccc2)cc1` gave ASK1 primary 2 and ULK1 primary -8.
For Cc1cc(NS(=O)(=O)c2ccc(NC(=O)COc3ccccc3Cl)cc2)nc(C)n1 the results were ULK1 primary 10.
For CCNc1nc(NCCO)c2ncn(-c3ccccc3)c2n1 the results were ASK1 primary -6 and ULK1 primary -2.
Screening Cc1cc(NCCc2ccc(O)cc2)nc(-c2c(C)noc2C)n1 returned ASK1 primary -2 and ULK1 primary -5.
`O=C(Nc1ccc(-c2cn[nH]c2)cc1F)C1COc2ccccc2O1` (configuration not stated) gave ASK1 primary -9 and ULK1 primary 3.
Screening CCCNc1nc(-c2ccc(OC)nc2)nc2nc[nH]c12 returned ASK1 primary 0 and ULK1 primary 9.
CC(C)n1cnc2c(NCc3nc4ccccc4[nH]3)nc(Nc3ccc(C(F)(F)F)cc3)nc21 was read as ASK1 primary 8 and ULK1 primary 29.
Screening COCCn1c(C)cc(O)c(C(c2cccc(Cl)c2)N2CCN(C)CC2)c1=O (configuration not stated) returned ULK1 primary 7.
`CN1CCN(C(=O)c2ccc(-c3nc(Nc4ccc(Oc5ccccc5)cc4)c4ncn(Cc5ccc(C(F)(F)F)cc5)c4n3)cc2)CC1` gave ASK1 primary 8 and ULK1 primary -2.
CN1C(=O)C(N=Nc2ccc([N+](=O)[O-])cc2)SC1=S (configuration not stated) was read as ULK1 primary -1.
For O=C(C(O)c1ccc(Br)cc1F)N1CCCC(Nc2ccc3[nH]ncc3c2)C1 (configuration not stated) the results were ASK1 primary -20&-11 and ULK1 primary 10&7.
For NC(=O)c1ccccc1Nc1cc(NC(=O)Cc2ccc([N+](=O)[O-])cc2)ncc1C(F)(F)F the results were ASK1 primary -1 and ULK1 primary 38.
`Cc1cccc(Cc2cccc3c2cnn3-c2cccc(C(=O)Nc3cccc(C)c3)c2)c1` gave ASK1 primary -7 and ULK1 primary -2.
O=C(NCc1nc2ccccc2[nH]1)c1ccnc(N2CCC(N3CCOCC3)CC2)c1 was read as ASK1 primary 14 and ULK1 primary 28.
`O=C(c1cccnc1Oc1ccccc1)N1CCC(c2nc(-c3ccncc3)no2)CC1` gave ASK1 primary -9 and ULK1 primary 7.
CC(C)n1c(N2CCN(Cc3ccc4c(c3)OCO4)CC2)nc2c(NCCOc3ccccc3)ncnc21 was read as ASK1 primary 16 and ULK1 primary -2.
Screening Nc1cccc(-c2nc(NCc3ccccc3)c3ncn(Cc4ccc(C(F)(F)F)cc4)c3n2)c1 returned ASK1 primary 9 and ULK1 primary -17.
For CCCn1cc(NC(=O)Cc2cccc(C)c2)cn1 the results were ASK1 primary 7 and ULK1 primary 3.
For COc1cc2nc(NCc3ccc4c(c3)OCO4)nc(NCCN3CCOCC3)c2cc1OC the results were ASK1 primary 0 and ULK1 primary 5.
Screening Cc1cc(NCCOc2ccccc2)nc(-c2ccc(N3CCOCC3)nc2)n1 returned ASK1 primary -8 and ULK1 primary -27.
`COc1ccc(CNc2nc(Nc3ccc(OC)cc3)nc3c2ncn3C(C)C)cc1` gave ASK1 primary 9 and ULK1 primary -26.
`Cn1nnc(NC(=O)c2ccc(Cl)cc2Cl)n1` gave ULK1 primary -2.
`CCC(=O)Nc1cc(C)nn1-c1nc(CC)cc(=O)[nH]1` gave ULK1 primary 1.

The final 5 entries of the part before are carried over, then new ones follow:
For COc1cc2nc(NCc3ccc4c(c3)OCO4)nc(NCCN3CCOCC3)c2cc1OC the results were ASK1 primary 0 and ULK1 primary 5.
Screening Cc1cc(NCCOc2ccccc2)nc(-c2ccc(N3CCOCC3)nc2)n1 returned ASK1 primary -8 and ULK1 primary -27.
`COc1ccc(CNc2nc(Nc3ccc(OC)cc3)nc3c2ncn3C(C)C)cc1` gave ASK1 primary 9 and ULK1 primary -26.
`Cn1nnc(NC(=O)c2ccc(Cl)cc2Cl)n1` gave ULK1 primary -2.
`CCC(=O)Nc1cc(C)nn1-c1nc(CC)cc(=O)[nH]1` gave ULK1 primary 1.
For CC(C)(C)n1cc(-c2cnc3ccccc3n2)cn1 the results were ULK1 primary 8.
CC(=O)c1cccc(-c2ncc(C(=O)Nc3ccc(Oc4ccccc4)cc3)s2)c1 was read as ASK1 primary 8 and ULK1 primary -2.
Cn1c(Nc2ccc(N3CCC(C(=O)NCCCN4CCCC4=O)CC3)nn2)nc2ccccc21 was read as ASK1 primary -14 and ULK1 primary 19.
CCc1cc(=O)[nH]c(-n2nc(C)cc2NC(=O)c2ccc(F)cc2F)n1 was read as ULK1 primary 3.
c1ccc(-c2ncn(-c3ccc(Nc4cc(-c5cccc(N6CCOCC6)c5)ccn4)cc3)n2)nc1 was read as ASK1 primary -4 and ULK1 primary -33.
For COc1ccc(-c2nc(C(=O)NCc3cccnc3)cs2)cc1 the results were ASK1 primary 0 and ULK1 primary -3.
Screening CCN(CC)C(=O)C1CCCN(c2nc(NCc3nc4ccccc4[nH]3)nc(N(CC)CC)n2)C1 (configuration not stated) returned ASK1 primary -3 and ULK1 primary -5.
Screening O=C(NCCOc1ccccc1)c1csc(Nc2nccc3ccccc23)n1 returned ASK1 primary 1 and ULK1 primary -2.
For Nc1nc2c(ncn2CCC(CO)CO)c(=O)[nH]1 the results were ULK1 primary -2.
Cc1cc(NCc2ccccc2)nc(-c2ccc(C(=O)N3CCN(C)CC3)cc2)n1 was read as ASK1 primary -6 and ULK1 primary 1.
Screening CC(C)CC(=O)N1c2ccc(S(C)(=O)=O)cc2NC(=O)C1CC(C)C (configuration not stated) returned ULK1 primary -1.
`COCCN(Cc1cccc(F)c1)C(=O)c1nc2ccc(-c3cn[nH]c3)cc2s1` gave ASK1 primary -16 and ULK1 primary -23.
Oc1ccccc1C=NCc1ccccc1 was read as ULK1 primary -8.
`O=C(NC1CCN(Cc2ccccc2)CC1)c1cccc(-c2ccccc2)c1` gave ASK1 primary -1 and ULK1 primary -1.
Screening c1ccc(CN2CCC(Nc3cc(NCc4cccnc4)ncn3)CC2)cc1 returned ASK1 primary -3 and ULK1 primary -2.
Screening COc1ccc(-c2nc(Nc3cc(OC)c(OC)c(OC)c3)c3ncn(-c4ccccc4)c3n2)cn1 returned ASK1 primary -13 and ULK1 primary -5.
O=C(c1ccccc1Br)N1CCN(CC(O)COc2ccccc2)CC1 (configuration not stated) was read as ULK1 primary -7.
For c1ccc(Nc2nc(Nc3cccnc3)nc3nc[nH]c23)cc1 the results were ASK1 primary -51 and ULK1 primary 22.
For O=C(Nc1nc(-c2ccncc2)cs1)C1COc2cc3ccccc3cc2O1 (configuration not stated) the results were ASK1 primary -3 and ULK1 primary -26.
Screening O=C(Nc1ccc(-c2cn[nH]c2)cc1F)N(CCO)Cc1ccccc1 returned ASK1 primary -7 and ULK1 primary -17.
`CC(=O)OCC1=C(C(=O)O)N2C(=O)[C@@H](NC(=O)C(N)c3ccccc3)[C@H]2SC1` (some centres not stated) gave ULK1 primary 5.
Screening O=C(Nc1ccc2c(c1)OCO2)C1CCN(c2ccc(Nc3ccc(N4CCOCC4)cc3)nn2)CC1 returned ASK1 primary 15 and ULK1 primary 9.
Screening O=C(NCCCN1CCCC1=O)c1csc(Nc2ccc(-n3ccnc3)cc2)n1 returned ASK1 primary 2 and ULK1 primary 18.
For O=C(Cc1cn(-c2ccc(Nc3ccc(N4CCOCC4)cc3)nn2)c2ccccc12)Nc1ccc2c(c1)OCO2 the results were ASK1 primary 22 and ULK1 primary 11.

Four records picked at random from the list so far:
`Cc1cnc(-c2ccc(N3CCOCC3)nc2)nc1Nc1ccc(Oc2ccccc2)cc1` gave ASK1 primary 2 and ULK1 primary -8.
For c1ccc(Nc2nc(Nc3cccnc3)nc3nc[nH]c23)cc1 the results were ASK1 primary -51 and ULK1 primary 22.
Screening COc1ccc(-c2nc(Nc3cc(OC)c(OC)c(OC)c3)c3ncn(-c4ccccc4)c3n2)cn1 returned ASK1 primary -13 and ULK1 primary -5.
`O=C(Nc1ccc(-c2cn[nH]c2)cc1F)C1COc2ccccc2O1` (configuration not stated) gave ASK1 primary -9 and ULK1 primary 3.

(next part)
For NS(=O)(=O)c1ccc(-c2sc(NC(=O)C3COc4ccccc4O3)nc2-c2ccncc2)cc1 (configuration not stated) the results were ASK1 primary -4 and ULK1 primary -17.
Screening CN1CCCC(OC(=O)c2ccc(F)cc2)C1 (configuration not stated) returned ULK1 primary -3.
For COc1cc(Nc2nc(-c3ccc(C(N)=O)cc3)nc3c2ncn3C(C)C)cc(OC)c1OC the results were ASK1 primary 12 and ULK1 primary 38.
For CNC(=O)Oc1ccc2c(c1)[C@]1(C)CCN(C)[C@@H]1N2C the results were ULK1 primary 16.
Screening Cc1cncc2c(S(=O)(=O)N3CC[C@H](NC(=O)CN)C3)cccc12 returned ASK1 primary -10 and ULK1 primary -2.
`Cc1cnc(Nc2cccc(N(C)C)c2)nc1NCCN(C(C)C)C(C)C` gave ASK1 primary -13 and ULK1 primary 6.
For c1cc(-n2cnc3c(Nc4ccc(N5CCOCC5)cc4)nc(N4CCC(N5CCOCC5)CC4)nc32)cs1 the results were ASK1 primary 27 and ULK1 primary 12.
Screening CN1/C(=C/C(=O)C2CC2)Sc2ccccc21 returned ULK1 primary 5.
Screening Nc1nc(NCc2nc3ccccc3[nH]2)cc(N2CCc3ccccc3C2)n1 returned ASK1 primary 1 and ULK1 primary 6.
For Nc1nc(NCCN2CCOCC2)cc(N2CCc3ccccc3C2)n1 the results were ASK1 primary -24 and ULK1 primary -2.
For O=C(NCCCN1CCCC1=O)c1ccnc(NCCCN2CCCC2=O)c1 the results were ASK1 primary -11 and ULK1 primary -15.
For CCCNc1nc(Nc2cnccn2)nc(N(CC)CC)n1 the results were ASK1 primary -9 and ULK1 primary 4.
COc1cc2nc(-c3ccc(C(=O)NC4CC4)cc3)nc(N)c2cc1OC was read as ASK1 primary 4 and ULK1 primary -6.
Screening O=C(Cc1ccc(F)cc1)Nc1ccc(-n2ncc3ccc(-c4nn[nH]n4)cc32)cc1 returned ASK1 primary -7 and ULK1 primary -11.
Cc1noc(C)c1-c1nc(C(=O)NC2CCN(Cc3ccccc3)CC2)cs1 was read as ASK1 primary 3 and ULK1 primary 15.
For COc1cc2nc(N3CCC(N4CCOCC4)CC3)nc(NC3CC3)c2cc1OC the results were ASK1 primary 0 and ULK1 primary 4.
For c1ccc(CNc2nccc(Nc3ccncn3)n2)cc1 the results were ASK1 primary -22 and ULK1 primary 18.
`COc1cccc(C(=O)c2oc3ccc(NC(=O)c4cc(OC)c(OC)c(OC)c4)cc3c2C)c1` gave ULK1 primary 2.
Screening c1ccc2c(c1)ncn2CN1CCN(C23CC4CC(CC(C4)C2)C3)CC1 returned ULK1 primary -14.
For CCN(CC)C(=O)C1CCCN(c2nc(NCCN(C(C)C)C(C)C)c3[nH]cnc3n2)C1 (configuration not stated) the results were ASK1 primary -16 and ULK1 primary -5.
`CCN(CC)C(=O)C1CCCN(c2nc(NCCO)c3ncn(Cc4ccc(C(F)(F)F)cc4)c3n2)C1` (configuration not stated) gave ASK1 primary 5 and ULK1 primary 2.
Cc1ccc([N+](=O)[O-])cc1NC(=O)C1CCCN1C(=O)Oc1ccccc1 (configuration not stated) was read as ULK1 primary 6.
Screening O=C(Nc1ccc(-c2cn[nH]c2)cc1)OCc1cccc(Cl)c1 returned ASK1 primary 0 and ULK1 primary 0.
`NC(=O)c1ccc(-c2cc(NCCO)nc(N)n2)cc1` gave ASK1 primary 5 and ULK1 primary -10.
For CC(=O)c1cccc(-c2cc(C(=O)Nc3ccccc3)ccn2)c1 the results were ASK1 primary 0 and ULK1 primary -3.
`FC(F)(F)c1ccc(Cn2cnc3c(NCc4cccc(C(F)(F)F)c4)nc(NCc4ccc5c(c4)OCO5)nc32)cc1` gave ASK1 primary 18 and ULK1 primary 0.
`c1ccc(-n2cnc3c(NCCN4CCOCC4)nc(N4CCc5ccccc5C4)nc32)cc1` gave ASK1 primary -6 and ULK1 primary 11.
For CC(=O)c1cccc(-c2nc(NCc3nc4ccccc4[nH]3)c3ncn(C4CCCCC4)c3n2)c1 the results were ASK1 primary 2 and ULK1 primary -10.

Hits appear at their usual frequency; any-hit rate near 2.6%.
